Bim-Bcl-B: disrupts Bim peptide binding to human Bcl-B | Q9HD36 | bead-based flow cytometry | inhibition, % at 10 µM | 0.073% of 190,000 active | AID 951;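 also: 0% = tracer peptide without compound and 100% = reference inhibitor peptide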
Target sequence (Q9HD36 whole entry, looked up): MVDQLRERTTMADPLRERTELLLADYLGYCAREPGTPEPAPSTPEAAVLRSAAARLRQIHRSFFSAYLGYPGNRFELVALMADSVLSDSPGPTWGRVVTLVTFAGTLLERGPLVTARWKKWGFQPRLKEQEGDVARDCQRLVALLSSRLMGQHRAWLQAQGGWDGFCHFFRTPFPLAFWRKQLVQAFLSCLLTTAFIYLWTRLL
RGS8-Gao reg: human RGS8-Galphao interaction regulation; response (percent of control binding), % at 10 µM; P09471; multiplexed bead flow cytometry, RGS8-Galphao binding; actives lie on both sides; 0.34% of 220,000 active; AID 1423; in the data active = response below about 60% or above about 140%; inactive = in between;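 also: Galphao activated as the GDP aluminium fluoride complex binding bead-coupled RGS8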
Target sequence (P09471 whole entry, looked up): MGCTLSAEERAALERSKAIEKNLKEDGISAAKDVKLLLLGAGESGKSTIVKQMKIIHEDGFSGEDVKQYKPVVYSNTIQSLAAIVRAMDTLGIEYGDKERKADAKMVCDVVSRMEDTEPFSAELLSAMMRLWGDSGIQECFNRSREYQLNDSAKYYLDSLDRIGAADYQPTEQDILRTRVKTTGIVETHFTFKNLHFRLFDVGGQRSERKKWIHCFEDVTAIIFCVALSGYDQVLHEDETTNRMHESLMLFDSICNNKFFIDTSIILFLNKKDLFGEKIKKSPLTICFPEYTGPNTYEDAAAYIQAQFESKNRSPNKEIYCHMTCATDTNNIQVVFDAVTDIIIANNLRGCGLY
Mcl-1 Bim block: human Bim-Mcl-1 interaction inhibition. Bead-based flow cytometry, Bim peptide-Mcl-1 binding. inhibition, % at 10 µM. 0.1% of 190,000 active. AID 1009;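 also: 0% = no compound tracer wells and 100% = peptide blocker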
Target sequence (Q07820 whole entry, looked up): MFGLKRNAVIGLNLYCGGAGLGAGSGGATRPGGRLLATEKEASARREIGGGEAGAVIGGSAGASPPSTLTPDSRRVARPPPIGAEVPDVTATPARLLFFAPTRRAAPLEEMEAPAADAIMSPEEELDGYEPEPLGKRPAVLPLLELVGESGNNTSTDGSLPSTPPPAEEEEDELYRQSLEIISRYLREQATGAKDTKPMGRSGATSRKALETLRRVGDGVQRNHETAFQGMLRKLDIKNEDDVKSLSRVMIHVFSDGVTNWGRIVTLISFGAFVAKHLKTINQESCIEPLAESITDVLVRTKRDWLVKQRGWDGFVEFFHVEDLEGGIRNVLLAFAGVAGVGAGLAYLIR
Bcl-2 Bim block: disrupts Bim peptide binding to human Bcl-2 | P10415 | Bead-based flow cytometry, Bim peptide-Bcl-2 binding | inhibition, % at 10 µM | 0.06% of 190,000 active | AID 950; in the data active = inhibition above about 40%; inconclusive = no clear call, values can overlap the other calls;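 also: 0% = no compound wells with probe peptide and 100% = reference peptide inhibitor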
GSH bead fluor: compound fluoresces at 488/530 nm on GSH beads; 0.25% of 190,000 active; GSH beads flow cytometry, compound fluorescence 488/530 nm; stronger effect = higher value; fluorescence (KMESF) at 10 µM; in the data active = fluorescence above about 89;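 also: glutathione beads carrying GST-tagged Bcl family fusion proteins plus one bare bead set; values are compound well signal with DMSO vehicle wells as background; inactives centre near 16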
Mcl1 Bid PPI: Mcl-1/Bid interaction inhibition. TR-FRET Mcl-1/Bid-Dy647 peptide binding, 1536-well. Q07820. inhibition, % at 21.7 µM. 0.97% of 220,000 active;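 active = compounds that cut the binding signal by more than half at the single screening dose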;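 also: His-tagged Mcl-1 with europium anti-His antibody binding Bid BH3 peptide; 0% = Mcl-1 plus peptide wells and 100% = peptide-only wells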
Bim-Bcl-W: inhibitors of Bim-Bcl-W interaction, human; Q92843; bead-based flow cytometry, Bim peptide-Bcl-W binding; inhibition, % at 10 µM; 0.02% of 190,000 active; AID 952;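 also: 0% = bound tracer without compound and 100% = peptide blocker; higher means less fluorescent Bim peptide bound to Bcl-W beads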
RGS4-Gao reg: human RGS4-Galphao interaction regulation | Multiplexed bead flow cytometry, RGS4-Galphao binding; actives lie on both sides | binding response (% of control), % at 10 µM | 0.33% of 220,000 active | AID 1415; in the data active = binding response below about 49% or above about 150%; inactive = in between;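 also: fluorescent Galphao activated with aluminum fluoride binding bead-coupled RGS4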
Bim-Bcl-XL: human Bim-Bcl-XL interaction inhibition. inhibition, % at 10 µM. 0.04% of 190,000 active. Bim peptide-Bcl-XL binding, bead flow cytometry, fluorescence. AID 1007
Bim-Bfl-1: inhibitors of Bim-Bfl-1 interaction, human; Q16548; Bead-based flow cytometry, Bim-Bfl-1 binding inhibition; inhibition, % at 10 µM; 0.12% of 190,000 active; AID 1008;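 also: 0% = wells without compound plus tracer and 100% = blocker peptide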
RGS7-Gao: human RGS7-Galphao interaction regulation | P09471 | 0.35% of 220,000 active | AID 1439 | Multiplexed bead flow cytometry, RGS7-Galphao binding; actives lie on both sides | binding response (% of control), % at 10 µM; in the data active = binding response below about 49% or above about 150%; inconclusive = no clear call, values can overlap the other calls; inactive = in between;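 also: fluorescent Galphao held in activated GDP-AlF4 state binding bead-coupled RGS7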
Numbers without * were called inactive; u = inconclusive; x = no result given; [ ] = dose if it differs, or a comment. Rule as the data show it, unless noted: active = inhibition above about 40%.

SMILES	Bim-Bcl-B	RGS8-Gao reg	Mcl-1 Bim block	Bcl-2 Bim block	GSH bead fluor	Mcl1 Bid PPI	Bim-Bcl-W	RGS4-Gao reg	Bim-Bcl-XL	Bim-Bfl-1	RGS7-Gao
CCCCn1nnnc1SCC(=O)c1cc(Cl)ccc1OC	4	102	1	0	37	-3	4	103	1	-2	101
CC(=O)OC(C(=O)N1CCN(c2ccc(F)cc2)CC1)c1ccccc1 (stereo not drawn)	-7	101	-4	15	22	-12	-2	98	-4	-2	101
COc1ccc2c(c1)-c1nc(NC(=O)c3cccs3)sc1CC2	0	99	1	-2	14	-42	1	102	-1	1	102
COc1ccc(N2CCN(C(C)C(=O)N3CCCC3)CC2)cc1 (stereo not drawn)	3	112	-1	0	13	20	0	105	0	2	106
Cc1cccc2sc(NNC(=O)c3cc(-c4cccs4)nc4ccccc34)nc12	-8	103	-3	-2	13	-14	-5	100	-5	0	99
CCCCCn1nc(C)c(/C=N/NC(=O)c2ccoc2C)c1C	-8	100	-4	-3	14	-7	-6	98	-8	-1	104
Cc1nn(C)c(Cl)c1C(=O)NCC(=O)Nc1ccc(C(C)C)cc1	-7	98	-4	-8	16	-9	-3	101	-1	-7	u
N/C(=N/O)C(c1ccccc1)c1ccccc1	0	96	-1	2	12	-21	-2	99	-2	2	100
COc1ccc(C2OC(=O)CC2C(=O)NC(C)C)cc1 (stereo not drawn)	-4	103	-4	-5	13	-2	-6	100	-4	2	100
CC(=O)N1CC2(NC(=O)c3ccccc3N2)c2ccccc21 (stereo not drawn)	-2	102	0	-2	19	4	-2	104	-2	-6	100
Cc1cc(C)c(NC(=O)COC(=O)/C=C/c2cccc(C(F)(F)F)c2)c(C)c1	-11	108	-8	-6	13	-35	-8	106	-10	0	104
c1ccc(-c2ccccc2OCCCN2CCOCC2)cc1	-2	98	0	2	23	21	1	99	-2	4	103

Quoted at random: three records from the list.
SMILES	Bim-Bcl-B	RGS8-Gao reg	Mcl-1 Bim block	Bcl-2 Bim block	GSH bead fluor	Mcl1 Bid PPI	Bim-Bcl-W	RGS4-Gao reg	Bim-Bcl-XL	Bim-Bfl-1	RGS7-Gao
COc1ccc2c(c1)-c1nc(NC(=O)c3cccs3)sc1CC2	0	99	1	-2	14	-42	1	102	-1	1	102
N/C(=N/O)C(c1ccccc1)c1ccccc1	0	96	-1	2	12	-21	-2	99	-2	2	100
c1ccc(-c2ccccc2OCCCN2CCOCC2)cc1	-2	98	0	2	23	21	1	99	-2	4	103

Carrying on.
SMILES	Bim-Bcl-B	RGS8-Gao reg	Mcl-1 Bim block	Bcl-2 Bim block	GSH bead fluor	Mcl1 Bid PPI	Bim-Bcl-W	RGS4-Gao reg	Bim-Bcl-XL	Bim-Bfl-1	RGS7-Gao
COC(=O)c1sc(N)c(C(=O)OC)c1COC(=O)CNS(=O)(=O)c1ccc(C)cc1	-4	96	-1	-5	9	-27	0	90	-4	-4	97
Cc1onc(-c2ccccc2)c1-c1n[nH]c(=S)n1-c1ccccc1Cl	-19	97	-3	0	9	-37	3	99	3	6	106
CCOP(=O)(OCC)C(Nc1ccc([N+](=O)[O-])cc1)c1ccc(Cl)cc1 (stereo not drawn)	-3	85	-25	-2	9	0	-14	105	-18	2	104
Oc1ccc(N2CCN(C(c3cccnc3)c3nnnn3Cc3ccccc3)CC2)cc1 (stereo not drawn)	-6	8.1*	-5	-8	29	-14	-4	-26*	-9	-12	-9.4*
Clc1ccc2nc(N3CCN(c4ccccc4)CC3)sc2c1	-6	69	-3	-8	23	5	-5	83	-3	-4	89
CCOC(=O)c1nnn(-c2nonc2N)c1CN(C)C1CCCCC1	-1	114	-6	-6	26	-11	-4	104	-6	-3	103
Cc1ccc(N2C(=O)CC(Sc3ccccc3C(=O)O)C2=O)c([N+](=O)[O-])c1 (stereo not drawn)	-1	101	-2	0	13	-10	-2	103	-3	4	92
COC(=O)c1ccccc1COn1c(=O)c[n+]([O-])c2ccccc21	-12	91	-10	11	19	-19	-3	231*[activator]	-10	5	158*[activator]
Cc1nn(-c2ncc(C(F)(F)F)cc2Cl)c(=O)n1-c1ccccc1Cl	-10	102	-3	-12	39	5	-2	104	-8	-12	101
Cc1ccc2c(n1)sc1c(N)ncnc12	1	101	1	3	11	5	2	105	1	0	102
Cc1oc(-c2ccccc2)nc1Cn1cccc1C1=NC(c2ccccc2)CO1 (stereo not drawn)	0	97	1	0	15	-6	0	106	0	-2	105
COc1cc(CNCC(C)C)cc(Br)c1OCC(=O)Nc1ccccc1	-3	106	0	-6	19	4	-2	97	-5	0	104
COc1ccc(OCC(N)=O)cc1	2	99	-5	0	10	-28	2	93	1	3	93
CC(C)N(CCNC(=O)C1CCC(=O)N1Cc1ccc(F)cc1)Cc1ccccc1 (stereo not drawn)	3	99	2	1	32	x	3	99	3	-1	101
COc1cc(-c2n[nH]c(=S)n2-c2cc(C(F)(F)F)ccc2Cl)cc(OC)c1OC	-8	94	-1	1	9	-19	-3	89	-2	-7	96
Cc1c(NC(=O)CSc2nnc(-c3cccc(Cl)c3)o2)c(=O)n(-c2ccccc2)n1C	-1	99	2	-4	51	33	-1	90	0	-2	99
CC1=CC(=C(C#N)c2nc3ccccc3s2)C=C(C)N1CC1CCCO1 (stereo not drawn)	-6	103	2	-1	12	-12	4	101	1	-3	u
CCc1cccc(CC)c1NC(=O)COC(=O)C1(c2ccc(Cl)cc2)CCCC1	-4	99	1	-2	11	-16	-3	105	-2	0	99
Cc1ccc2c(CN3C(=O)NC(C)(c4ccc5c(c4)OCO5)C3=O)cc(=O)oc2c1 (stereo not drawn)	-10	101	-2	-14	22	-23	-3	106	-3	-18	104
NC(=O)c1c(NC(=O)c2ccccc2)sc2c1CCc1ccccc1-2	-4	98	-3	-2	14	-3	-2	103	-4	0	100
COCc1nnc(NC(=O)c2ccc3c(c2)OCO3)s1	2	102	2	2	11	-9	0	97	0	7	99
O=C(N/N=C/c1cccc(C(F)(F)F)c1)c1ccc(O)cc1	-4	102	0	-1	16	-4	-2	101	-2	-3	104
N#CC1=C(N)N(c2ccc(Br)cc2)C2=C(C(=O)CCC2)C1c1cccnc1 (stereo not drawn)	-6	102	-3	-9	13	-32	-8	101	-6	-9	101
O=S(=O)(NC1=NCCC1)c1ccc(F)cc1F	-8	100	-3	-5	15	-38	-2	104	-2	-5	u

One compound at a time, as listed above. Screens in order: Bim-Bcl-B	RGS8-Gao reg	Mcl-1 Bim block	Bcl-2 Bim block	GSH bead fluor	Mcl1 Bid PPI	Bim-Bcl-W	RGS4-Gao reg	Bim-Bcl-XL	Bim-Bfl-1	RGS7-Gao
CC1=CC(=C(C#N)c2nc3ccccc3s2)C=C(C)N1CC1CCCO1 (stereo not drawn) is listed as -6	103	2	-1	12	-12	4	101	1	-3	u
Cc1c(NC(=O)CSc2nnc(-c3cccc(Cl)c3)o2)c(=O)n(-c2ccccc2)n1C is listed as -1	99	2	-4	51	33	-1	90	0	-2	99
O=C(N/N=C/c1cccc(C(F)(F)F)c1)c1ccc(O)cc1 is listed as -4	102	0	-1	16	-4	-2	101	-2	-3	104
COc1cc(-c2n[nH]c(=S)n2-c2cc(C(F)(F)F)ccc2Cl)cc(OC)c1OC is listed as -8	94	-1	1	9	-19	-3	89	-2	-7	96

The main list resumes with the 4 entries that preceded the break.
SMILES	Bim-Bcl-B	RGS8-Gao reg	Mcl-1 Bim block	Bcl-2 Bim block	GSH bead fluor	Mcl1 Bid PPI	Bim-Bcl-W	RGS4-Gao reg	Bim-Bcl-XL	Bim-Bfl-1	RGS7-Gao
COCc1nnc(NC(=O)c2ccc3c(c2)OCO3)s1	2	102	2	2	11	-9	0	97	0	7	99
O=C(N/N=C/c1cccc(C(F)(F)F)c1)c1ccc(O)cc1	-4	102	0	-1	16	-4	-2	101	-2	-3	104
N#CC1=C(N)N(c2ccc(Br)cc2)C2=C(C(=O)CCC2)C1c1cccnc1 (stereo not drawn)	-6	102	-3	-9	13	-32	-8	101	-6	-9	101
O=S(=O)(NC1=NCCC1)c1ccc(F)cc1F	-8	100	-3	-5	15	-38	-2	104	-2	-5	u
O=c1[nH]c(N2CCN(Cc3ccc4c(c3)OCO4)CC2)nc2c1CCCC2	-9	101	-4	-6	16	-18	-7	102	-9	-6	u
c1ccc2c(c1)nnn2Cc1nnc2sc(-c3ccc4c(c3)OCCO4)nn12	-10	86	0	-2	24	-7	0	96	0	10	126
CCOC(=O)c1cn2c(C)cccc2n1	0	101	0	-2	14	-7	-2	103	0	2	102
COC(=O)c1cc(OC)ccc1-c1ccc(OC)cc1	0	100	-2	-3	9	-18	0	101	-5	-1	105
Cc1ccc(-c2nnc3n2N=C(c2ccccc2Br)CS3)cc1	-4	102	-2	-9	5	-22	-4	102	-3	-3	98
CC(C)(C)c1ccc(S(=O)(=O)N2CCCCC2C(=O)NCc2ccccn2)cc1 (stereo not drawn)	-3	102	0	-6	24	-14	2	98	-3	-8	100
Cc1cc(C)cc(NC(=O)c2ccc(NC(=O)C3C4CC5OC(=O)C3C5C4)cc2)c1 (stereo not drawn)	0	105	0	-4	17	-25	-1	105	-1	-2	u
COc1ccc(CCC(=O)Nc2ccc3c(c2)OCCO3)cc1	x	101	x	u	21	-2	x	102	x	x	100
CCOC(=O)c1ccc(S(=O)(=O)NNC(=O)COc2ccc(C)cc2)cc1	-4	100	-4	-3	11	-22	-3	99	-7	-5	99
CC(Oc1cccc(Cl)c1)C(=O)NCc1ccc(S(N)(=O)=O)cc1 (stereo not drawn)	-11	94	-1	-2	13	-24	-4	89	-7	-7	93
COc1ccc(C(=O)NCC(=O)N/N=C/c2cccc(OC(=O)c3ccco3)c2)cc1OC	-1	104	-1	-3	12	-42	0	103	-4	-2	108
CCOC(=O)CNCCC(=O)c1ccc(Br)cc1	-3	102	-2	1	8	2	-1	98	-3	8	101
CN(C)c1ccc(NC(=O)c2ccc3nsnc3c2)cc1	-15	99	-6	-9	34	-16	0	98	-11	-13	99
O=C1CC(c2ccncc2)c2cc3c(cc2N1)OCO3 (stereo not drawn)	-8	100	-3	-10	31	-12	-1	101	0	-10	98
O=C(COC(=O)CNC(=O)c1ccc(Br)o1)Nc1ccccc1OC(F)F	-6	97	-4	-4	14	-8	-6	97	-5	-5	103
O=C(c1cccc(C(F)(F)F)c1)C1CCCN(Cc2ccc(OCCO)cc2)C1 (stereo not drawn)	-2	104	0	-2	13	-9	-3	102	-2	-6	102
COc1ccc(Cn2nnnc2CN2CCC(c3nc4ccccc4s3)CC2)cc1	-8	116	-4	-7	44	4	5	114	-8	-9	111
COc1ccc(-c2nc3ccccn3c2/N=C/c2ccc(OC)c(OC)c2)cc1O	2	100	2	-2	1	-70	6	100	0	0	100
CCOC(=O)c1c(-c2ccccc2)csc1NC(=O)CCN1CCOCC1	-5	102	0	-1	5	39	0	104	-6	0	96

Screening results deposited in PubChem by several laboratories.
